Screens (PubChem)
NALP1 inh – inhibitors of NALP1 inflammasome in yeast | 280,000 compounds, 0.61% hits | S. cerevisiae NALP1/ASC/caspase-1 growth, X-gal OD620, 72 h | inhibition, % at 10 µM; in the data active = inhibition mostly above about 24%, no sharp cut-off; inactive = mostly below about 32%; note: some compounds called inactive have numbers as strong as hits
IDE act – IDE (human) activation, cell-based; P14735; HEK cells, FAbeta-B cleavage, fluorescence polarization; 0% vehicle, 100% cell-free pure enzyme wells; activation, % at 5.96 µM; 340,000 compounds, 0.073% hits; AID 493087;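 active = activation above the mean of all tested compounds plus 3 SD, set per screening campaign, cut at about 17% in these data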
MEKK2 WT-MEK5 – raises or lowers MEK5 binding to wildtype human MEKK2 PB1 domain | Q9Y2U5 | bead flow cytometry, Alexa488-MEK5 binding to MEKK2 WT; actives lie on both sides | binding response (% of control), % at 10 µM | 290,000 compounds, 1.1% hits | AID 1531; in the data active = binding response below about 67% or above about 130%
MEKK3 PB1 HTS – modulators (inhibitors or enhancers) of MEK5 binding to human MEKK3 PB1 domain; bead-based flow cytometry, Alexa488-MEK5 binding to MEKK3; actives lie on both sides; 0 = blocked by unlabeled MEK5, 100 = vehicle; Q99759; 290,000 compounds, 1.4% hits; binding response (% of control), % at 10 µM;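 active = binding response more than 3 SD above or below the average of its plate-row segment, actives on both sides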;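 note: Alexa488 bead fluorescence after subtracting the streptavidin-only scavenger bead signal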
Target sequence (Q99759 whole entry, looked up, the tested form may be a part): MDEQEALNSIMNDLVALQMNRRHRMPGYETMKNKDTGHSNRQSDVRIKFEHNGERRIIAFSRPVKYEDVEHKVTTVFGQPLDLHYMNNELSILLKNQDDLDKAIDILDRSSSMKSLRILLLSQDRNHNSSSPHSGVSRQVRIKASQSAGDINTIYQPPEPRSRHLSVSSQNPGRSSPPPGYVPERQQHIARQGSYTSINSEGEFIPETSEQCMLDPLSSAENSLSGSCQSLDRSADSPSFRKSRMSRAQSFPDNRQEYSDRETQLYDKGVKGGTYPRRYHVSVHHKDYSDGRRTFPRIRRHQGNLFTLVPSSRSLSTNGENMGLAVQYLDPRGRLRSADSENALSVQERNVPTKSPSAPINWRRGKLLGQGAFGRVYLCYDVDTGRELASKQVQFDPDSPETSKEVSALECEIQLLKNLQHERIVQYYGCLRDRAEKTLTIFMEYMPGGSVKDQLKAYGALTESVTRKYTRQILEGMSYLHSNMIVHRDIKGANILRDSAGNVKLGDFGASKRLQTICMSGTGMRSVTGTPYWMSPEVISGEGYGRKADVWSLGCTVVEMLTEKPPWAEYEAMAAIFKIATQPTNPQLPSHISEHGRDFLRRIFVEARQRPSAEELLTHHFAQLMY
M18AAP inhibitor – blocks P. falciparum M18 aspartyl aminopeptidase; inhibition, % at 7.35 µM; AID 1822; recombinant PfM18AAP, H-Glu-NHMec fluorogenic cleavage; 290,000 compounds, 1.2% hits;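 active = inhibition above the campaign mean inhibition over all tested compounds plus 3 SD, cut at about 28% in these data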;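 note: 0% = plate median of test compound wells and 100% = 2 mM ZnCl2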
pCIP destab – p/CIP protein destabilization | AID 1984 | 290,000 compounds, 0.01% hits | decrease of EGFP signal, % at 10 µM | Q05BA5 | F442A p/CIP-EGFP cells, EGFP fluorescence, 16 h;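 active = EGFP signal decrease of at least 30% at 10 µM or well 3 SD below plate mean, unless failing retest; inactive = the rest, including hits failing retest or dose response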; note: some compounds called inactive have numbers as strong as hits; many of its hits are not listed in these tables
MEKK2mut PB1 HTS – signal of MEK5 binding to mutant human MEKK2 PB1 domain; bead flow cytometry, Alexa488-MEK5 binding to MEKK2 mutant; percent response, % at 10 µM; 290,000 compounds, 0.35% hits; in the data active = percent response above about 24%, passing the limit was not always enough; note: inactives centre near 1; some results filed as inactive read as strong as hits; reference of the scale not given here
SUMO HTRF inh – blocks human SUMOylation mediated by UBC9; inhibition, % at 35 µM; AID 2006; 290,000 compounds, 0.36% hits; HTRF SUMOylation assay, SAE1/SAE2 + UBC9, in vitro; P63279; in the data active = inhibition above about 50%, passing the limit was not always enough; note: strong numbers were not always called active
Target sequence (P63279 whole entry, looked up): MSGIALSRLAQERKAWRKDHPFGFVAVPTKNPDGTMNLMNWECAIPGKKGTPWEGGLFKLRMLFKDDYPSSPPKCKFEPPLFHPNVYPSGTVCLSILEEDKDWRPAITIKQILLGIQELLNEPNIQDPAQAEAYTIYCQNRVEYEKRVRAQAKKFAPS
IDE cell inh – inhibitors of human insulin-degrading enzyme in cells; P14735; HEK cells, FAbetaB cleavage, fluorescence polarization; inhibition, % at 5.59 µM; 320,000 compounds, 0.41% hits; AID 434962;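 active = percent inhibition above the average of all tested compounds plus 3 SD, set per screening campaign, cut at about 16% in these data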;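 note: IDE supplied by intact live HEK cells; FP after avidin binding of uncleaved biotin substrate so inhibition keeps polarization high; 0% = DMSO wells and 100% = 60 µM reference IDE inhibitor Ii1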
Numbers without * were called inactive; . = no result given; [ ] = another dose, or the depositor's remark. The list is partial. The share of hits here may be higher or lower than overall.

SMILES	NALP1 inh	IDE act	MEKK2 WT-MEK5	MEKK3 PB1 HTS	M18AAP inhibitor	pCIP destab	MEKK2mut PB1 HTS	SUMO HTRF inh	IDE cell inh
Cc1cccc(C(=O)N2CCNC(=O)C2CC(=O)Nc2cccc(Cl)c2)c1 (stereo not drawn)	0	-1	105	102	-1	-4	7	10	0
C=CCc1cccc2ccc(=O)oc12	10	-1	111	107	-5	-16	3	-4	3
CN(C)S(=O)(=O)c1cc(NC(=O)c2cc(=O)c3ccccc3o2)ccc1Cl	-1	-1	98	99	-1	0	0	8	-2
COc1ccc(NC(=O)c2cc(-c3ccc(C)c(C)c3O)n[nH]2)cc1Cl	12	-2	110	107	-4	-6	5	4	6
O=c1nc(N2CCOCC2)nc(N/N=C/c2ccc3c(c2)OCO3)[nH]1	2	1	99	100	12	11	3	-5	3
COc1cc(/C=N/NC(=O)c2ccncc2)ccc1OC(=O)c1ccccc1Cl	0	-3	97	100	5	-7	-1	-5	2
CCSc1nc2sc3c(c2c(=O)n1-c1ccc(OC)cc1)CCN(C)C3	29	9	99	99	-4	-14	0	23	-1
NC(=O)c1ccc(NC(=O)COC(=O)c2cc(S(=O)(=O)N3CCOCC3)ccc2N2CCCCC2)cc1	-5	3	101	101	2	-10	2	9	-3
CC(=O)N1CCc2cc(S(=O)(=O)NCCC(=O)NCCc3ccc(C)cc3)ccc21	1	3	108	104	0	-8	8	5	1
CCOC(=O)c1sc2nc3c(cc2c1N)COC(C)(C)C3	-78	2	105	108	3	-13	2	17	-2
CC1CCCCN1C(=O)CCn1c(=S)oc2ccccc21 (stereo not drawn)	18	0	98	101	-14	-11	-1	18	-1
CCOc1ccccc1C(=O)Nc1ccc(NC(=O)c2ccccc2)cc1	18	-10	94	95	4	-2	1	18	8
O=C(CCCc1nc(-c2ccc(Cl)cc2)no1)NCC1CCCO1 (stereo not drawn)	4	-4	98	100	2	-12	3	-5	0
COC(=O)c1cc(NC(=O)Nc2cccc(Cl)c2)ccc1Cl	2	1	130	107	4	3	9	-28	0
CCCCN(C)C(=O)CC(NS(=O)(=O)c1ccc(NC(C)=O)cc1)C(C)C (stereo not drawn)	0	6	96	101	3	-7	-9	0	6
CCOC(=O)c1sc(N(C)C(C)=O)nc1C	-5	1	102	101	3	0	6	-1	7
O=C(Nc1ccnn1C1CCN(C2CCOCC2)CC1)c1cccc(F)c1	-11	0	106	104	-8	-18	4	10	-3
Cc1c(C)c2ccc(OC(C)C(=O)NCCCN3CCOCC3)c(C)c2oc1=O (stereo not drawn)	23	6	102	102	-13	-23	0	13	-7
Cc1ccc2nc(SCC(=O)NC3CC3)[nH]c2c1	33	2	109	103	3	3	8	-4	-3
O=C(CCC1CCN(Cc2ccccc2Cl)CC1)NC1CC1	10	2	107	107	0	0	3	6	3
CCc1ccccc1Nc1nn2c(=O)c3ccc(C(=O)NCc4ccccn4)cc3nc2s1	14	-2	101	102	1	-2	4	-3	-10
O=C(NCC1CCCN(C(=O)c2cccc(C(F)(F)F)c2)C1)c1ccc(F)cc1 (stereo not drawn)	30	1	101	100	-2	5	1	5	-1
O=C(CCc1ccccc1)Nc1cccc(NC(=O)CCc2ccccc2)c1	-6	0	96	97	-8	-4	-5	2	-3
CCOC(=O)N1CCN(C(=O)C2CCN(S(=O)(=O)N3CCC4(CC3)OCCO4)CC2)CC1	14	3	100	97	0	2	-5	.	3
O=C(O)CSC1CC(=O)N(c2cccc(Cl)c2)C1=O (stereo not drawn)	0	0	102	79	-8	-2	2	2	-1
Cc1ccc(NC(=S)NCCN2CCOCC2)cc1C	9	6	106	106	-8	-3	9	-5	-3
O=C(NCCc1cccc(F)c1)C1CCN(S(=O)(=O)c2ccccc2)CC1	30	0	105	103	-11	2	-1	5	-2
COc1ccc(/C(N)=N/OC(=O)COc2ccccc2Cl)cc1	26	4	99	93	4	-9	-2	2	-5
CC1C(=O)C(C)C(c2ccc3c(c2)OCO3)NC1c1ccc2c(c1)OCO2 (stereo not drawn)	-9	-5	98	103	7	-8	5	7	7
CC1Cc2nc(SCC(=O)N3CCc4ccccc43)n(C)c(=O)c2S1 (stereo not drawn)	1	3	.	.	-2	-8	.	1	3
O=C(c1ccccc1[N+](=O)[O-])N1CCCN(C(=O)c2ccccc2[N+](=O)[O-])CC1	34	-2	92	88	2	1	-3	-5	1
O/N=C1/CCCCC1c1ccccn1 (stereo not drawn)	17	-1	99	100	-5	-13	6	23	0
O=[N+]([O-])c1ccc(O)c(/C=N/Nc2nc3ccccc3[nH]2)c1	12	8	95	111	9	6	-1	-110	-2
CC(=O)N1CC=C2C(C#N)=C(N)C(C#N)(C#N)[C@H](c3ccoc3)[C@H]2C1	32	-10	103	98	-3	-29	5	15	4
CC(=O)N1CCOc2ccc(S(=O)(=O)N3CCC(C(=O)Nc4ccc(C)c(C)c4)CC3)cc21	-2	-7	95	96	6	-2	1	12	1
Cc1ccc(C(=O)N/C(=C\c2cccc([N+](=O)[O-])c2)C(=O)Nc2cccc(C(=O)O)c2)cc1	-4	-2	106	102	2	3	4	-4	0
Cc1ccccc1OCC(O)CNC1CCC(NCC(O)COc2ccccc2C)CC1 (stereo not drawn)	9	2	219*	111	-4	-1	76*	-7	4
O=C(NCC1CCCO1)/C(=C\c1cccs1)NC(=O)c1ccccc1 (stereo not drawn)	-3	0	91	85	10	-5	-2	20	3
CCCCCCN=CC1=C(O)CC(C)(C)CC1=O	-6	0	0.0*[inhibitor]	0.0*[inhibitor]	-2	-9	-32	32	0
O=C(OCc1nnc(-c2ccc(Cl)cc2)o1)c1ccc(=O)n(Cc2ccccc2)n1	41	3	105	106	-1	-9	5	-6	1
COc1ccc(-n2nc(C(=O)Nc3nc4ccc(OC)cc4s3)c3ccccc3c2=O)c(OC)c1	10	.	100	100	1	-4	0	9	3
Cc1ccc(/C=C/C(=O)N2CCCN(C(=O)/C=C/c3ccc(C)cc3)CC2)cc1	34	-18	109	106	-9	-10	24	-2	11
Fc1ccc(-c2n[nH]c(=S)n2-c2ccc3c(c2)OCCO3)cc1	-10	4	99	104	8	-10	-11	19	-5
O=c1cc(C(F)(F)C(F)F)oc2ccccc12	9	-3	104	103	-9	5	3	-5	3
CCCc1cc(=O)[nH]c(SCc2cc(=O)oc3c(C)c(C)ccc23)n1	32	-1	99	99	4	2	-2	-17	-6
COc1ccccc1NC(=O)/C=C/C(=O)O	-3	0	98	92	0	-5	2	11	3
COc1ccc(Nc2cc(C(=O)NCc3ccco3)c3ccccc3n2)c(OC)c1	9	5	107	133*	1	3	1	-20	1
Brc1ccc(-c2nnc(-c3ccccc3Br)o2)cc1	7	-3	95	100	4	-14	0	3	1
Cc1cc(NC(=O)CN(C)CCOc2ccccc2)ccc1Br	19	7	104	102	3	-1	2	6	-1
CC(CC(=O)O)CC(=O)Nc1nncs1 (stereo not drawn)	24	1	96	98	-10	-10	6	10	2
COC(=O)CC1=C(C(=O)OC)C(c2cccc(OCC(N)=O)c2)C(C#N)=C(N)O1 (stereo not drawn)	20	2	106	106	5	-2	4	-16	4
N#CCN(CC#N)C(=O)C1c2ccccc2Oc2ccccc21	.	5	108	105	-1	4	2	2	-11
O=c1ccc(Cl)cn1Cc1ccccc1F	-46	4	91	127*	-2	-24	7	28	5
Cc1onc(-c2ccccc2)c1C(=O)N=C(N)c1ccc(Cl)cc1	9	6	105	105	0	-8	0	4	7
CCOc1ncccc1C(=O)Nc1nc(C(C)(C)C)cs1	4	-3	93	103	-1	10	-11	10	-2
CC(NC(=O)c1ccc(Br)o1)C1CC2CCC1C2 (stereo not drawn)	12	5	100	98	5	6	5	-4	6
COCCCNc1nc2ccccc2nc1NS(=O)(=O)c1ccccc1	11	-1	89	90	7	-7	-7	3	2
CCS(=O)(=O)c1c([N+](=O)[O-])ncn1C	30	-1	98	100	-6	0	2	24	0
CCOC(=O)C1=C(C)N=C2SCCC(=O)N2[C@@H]1c1cccs1	.	0	100	104	-3	-3	0	-13	2
O=c1[nH]cnc2sc3c(c12)CCC3	4	3	96	97	-4	-14	0	1	-3
New compounds follow.
SMILES	NALP1 inh	IDE act	MEKK2 WT-MEK5	MEKK3 PB1 HTS	M18AAP inhibitor	pCIP destab	MEKK2mut PB1 HTS	SUMO HTRF inh	IDE cell inh
CCC1CCCCN1S(=O)(=O)c1ccc(S(=O)(=O)N(Cc2ccccn2)CC2CCCO2)cc1 (stereo not drawn)	-37	1	106	108	-11	-9	-2	2	5
NS(=O)(=O)c1ccc(CNC(=O)CNC(=O)Cc2ccccc2)cc1	11	1	99	101	-3	-21	-3	10	-1
CC1CCN(C(=O)C2CCN(C(=O)c3ccc(C(C)(C)C)cc3)CC2)CC1	0	0	99	103	-7	-4	-4	0	-1
COC(=O)CC1C(=O)NCCN1C(=O)CSc1nnnn1-c1ccc(OC)cc1 (stereo not drawn)	7	-3	90	102	1	0	-15	11	1
O=C1CN(C(=O)COc2ccc(Br)cc2)c2ccccc2N1	0	7	97	91	-14	4	-7	7	2
CCc1cc(=O)oc2cc3occ(-c4ccc(OC)c(F)c4)c3cc12	21	4	95	81	3	-8	-2	4	7
CCCc1ccc(O)c(N=Cc2cc(Br)cc(OCC)c2O)c1	2	-3	96	102	19	-7	-2	14	-3
Cc1noc(C)c1S(=O)(=O)N1CCCC(C(=O)N2CCC(C)CC2)C1 (stereo not drawn)	8	0	109	104	-5	3	5	9	6
COc1ccc(CCn2c(-c3cccc([N+](=O)[O-])c3)nc3nc4ccccc4nc32)cc1OC	37	0	104	99	-7	-17	9	13	9
CC1CCCCC1NC(=O)c1cn(C)c2ccc(S(=O)(=O)N3CCCC3)cc2c1=O (stereo not drawn)	-14	0	102	97	2	30	-1	-2	2
CC1(C(=O)O)CCC(C(=O)Nc2ccccc2O)C1(C)C (stereo not drawn)	13	-12	98	98	-15	3	-3	-8	6
COc1ccc(-c2nnc3ccc(SCC(=O)Nc4nccs4)nn23)cc1OC	32	-1	108	128*	-2	-3	1	-6	5
O=C(O)c1cccnc1	14	-7	94	79	-1	-1	3	4	-4
NS(=O)(=O)c1ccc(CCNC(=O)CSc2ccc3ccccc3c2)cc1	-1	0	102	101	6	0	-2	2	3
COc1ccc(C(=O)N2CC(=O)Nc3ccccc32)cc1S(=O)(=O)N1CCOCC1	-64	3	99	92	4	-2	-3	2	-1
COc1cc(C2=NOC(C(=O)Nc3ccc4c(c3)OCO4)C2)cc(OC)c1OC (stereo not drawn)	6	6	101	101	6	9	-3	-12	.
COc1ccc(CNC(=O)c2cccnc2)cc1	18	-2	114	113	-5	-8	13	11	-3
CC(C)(C)n1nnnc1SCC(=O)Nc1nn(-c2ccccc2)nc1C(N)=O	3	-2	108	115	-6	3	0	20	-8
Cc1ccccc1NC(=O)Cc1nc(COC(=O)c2cc([N+](=O)[O-])ccc2N)cs1	11	2	101	98	-1	17	0	10	4

An excerpt of these results, comma-delimited:
smiles,NALP1 inh,IDE act,MEKK2 WT-MEK5,MEKK3 PB1 HTS,M18AAP inhibitor,pCIP destab,MEKK2mut PB1 HTS,SUMO HTRF inh,IDE cell inh
COc1ccc(C(=O)N2CC(=O)Nc3ccccc32)cc1S(=O)(=O)N1CCOCC1,-64,3,99,92,4,-2,-3,2,-1
COc1cc(C2=NOC(C(=O)Nc3ccc4c(c3)OCO4)C2)cc(OC)c1OC (stereo not drawn),6,6,101,101,6,9,-3,-12,.
COc1ccc(CNC(=O)c2cccnc2)cc1,18,-2,114,113,-5,-8,13,11,-3
